HP1b binding inh: HP1-beta chromodomain-methylated histone interaction inhibition; P83916; AlphaScreen HP1-beta / biotin-H3K9me3 peptide binding; Potency, µM (top dose mostly 114 µM), for inactives: at the top dose activity change, negative = inhibition, hits mostly inhibitors; 390,000 compounds, 0.56% hits; AID 540317; also: nearly all actives have a fitted effect of over 70% in size; inactives centre near 23
Target sequence (P83916 whole entry, looked up): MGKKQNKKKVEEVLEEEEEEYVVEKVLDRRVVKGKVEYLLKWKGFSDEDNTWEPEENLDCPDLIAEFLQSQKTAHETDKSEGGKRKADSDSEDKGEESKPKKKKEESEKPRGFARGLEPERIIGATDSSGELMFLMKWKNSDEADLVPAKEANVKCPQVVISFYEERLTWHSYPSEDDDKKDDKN
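AlphaScreen: HP1-beta (50 nM) preformed 30 min with biotin-H3(1-18)K9me3 peptide (50 nM) in PBS pH 7.4, 0.01% Tween-20. Compound added for 30 min at RT, then streptavidin donor/nickel chelate acceptor beads (10 ug/mL) for 30 min.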
TrxR1 inh: blocks rat thioredoxin reductase 1; 390,000 compounds, 1% hits; recombinant rTrxR1, NADPH fluorescence consumption, selenite substrate; Potency, µM (highest dose often 114 µM), without a hit: top-dose activity change, negative = inhibition, actives largely listed as inhibitors; O89049; also: % is scaled to controls: 0 for no effect and ±100 for the full control effect; nearly all actives have a fitted effect of over 65% in size
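Rat TrxR1 (90 nM in the dispensed reagent) was pre-reduced with 400 uM NADPH for 5 min at room temperature, then incubated with compound for 15 min. After 400 uM selenite was added, NADPH fluorescence (Ex 340/Em 450 nm) was followed for 8 min.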
JMJD2A Tudor inh: blocks the human JMJD2A Tudor domain; O75164; AlphaScreen JMJD2A-Tudor / H3K4me3 peptide binding; Potency, µM (series often up to 114 µM), for inactives: at the top dose activity change, negative = inhibition, hits mostly inhibitors; 390,000 compounds, 4.4% hits; AID 504339; also: % is scaled to controls: 0 for no effect and ±100 for the full control effect; nearly all actives have a fitted effect of over 50% in size
RGS4 inhibitor: inhibitors of human regulator of G protein signaling 4. Transcreener GDP fluorescence polarization, RGS4-accelerated GTP hydrolysis. Potency, µM (titrated, usually from 114 µM), for inactives: top-dose activity change, negative = inhibition, hits mostly inhibitors. 390,000 compounds, 0.039% hits. AID 504845. P49798; also: % is scaled to controls: 0 for no effect and ±100 for the full control effect; nearly all actives have a fitted effect of over 75% in size; some results filed as inactive show a strong effect at the top dose
Target sequence (P49798 whole entry, looked up): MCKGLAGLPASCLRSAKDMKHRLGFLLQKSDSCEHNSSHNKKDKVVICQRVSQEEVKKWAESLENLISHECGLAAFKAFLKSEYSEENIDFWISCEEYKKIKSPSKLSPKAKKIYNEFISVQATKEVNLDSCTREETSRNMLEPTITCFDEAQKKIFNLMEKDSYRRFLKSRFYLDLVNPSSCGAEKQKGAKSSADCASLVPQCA
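MLSMR compounds (23 nl, pin-transferred) preincubated 10 min at room temperature with a 500nM (2x) first reagent, then RGS4 at 900nM (2x) plus Transcreener GDP mix added; fluorescence polarization (620/688 nm) read before and after 90 min at 30 °C.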
GLS inh: inhibitors of human glutaminase (GLS) | GLS enzymatic activity, qHTS titration | Potency, µM (top dose mostly 45.5 µM), for the others: top-dose activity change, negative = inhibition, actives largely listed as inhibitors | 410,000 compounds, 0.21% hits; also: % is scaled to controls: 0 for no effect and ±100 for the full control effect
Target sequence (O94925 whole entry, looked up): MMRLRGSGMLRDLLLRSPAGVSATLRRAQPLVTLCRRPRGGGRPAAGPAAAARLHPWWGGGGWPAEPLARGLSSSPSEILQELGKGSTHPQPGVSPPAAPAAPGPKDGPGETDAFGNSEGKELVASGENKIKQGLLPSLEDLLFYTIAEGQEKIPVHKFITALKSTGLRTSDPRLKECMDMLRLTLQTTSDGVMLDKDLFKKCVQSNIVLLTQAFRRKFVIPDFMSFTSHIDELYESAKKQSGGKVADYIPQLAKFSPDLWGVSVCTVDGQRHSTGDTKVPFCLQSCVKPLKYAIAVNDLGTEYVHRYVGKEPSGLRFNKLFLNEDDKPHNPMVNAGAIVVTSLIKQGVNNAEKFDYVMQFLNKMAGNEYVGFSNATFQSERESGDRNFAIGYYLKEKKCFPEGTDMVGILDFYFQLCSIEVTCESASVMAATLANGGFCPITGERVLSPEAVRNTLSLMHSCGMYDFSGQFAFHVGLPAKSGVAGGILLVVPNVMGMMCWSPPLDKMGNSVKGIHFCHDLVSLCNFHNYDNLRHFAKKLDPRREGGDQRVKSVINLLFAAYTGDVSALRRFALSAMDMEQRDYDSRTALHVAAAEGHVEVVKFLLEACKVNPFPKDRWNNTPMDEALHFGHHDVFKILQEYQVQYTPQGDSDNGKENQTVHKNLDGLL
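hKGA; 45 mM KH2PO4 pH 8.2 + 0.02% Tween-20; cpd via pin tool; 1 mM Gln soln; GluOx/HRP/Amplex Red; RT 30 min; fluor. t0 & final.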
Pin1 inhibitor: inhibitors of human Pin1. Q13526. Pin1 FP peptide displacement, HiFluor488, 10 min. Potency, µM (series often up to 115 µM), without a hit: at the top dose activity, negative = inhibition, actives largely listed as inhibitors. 390,000 compounds, 0.009% hits. AID 504891; active = well fitted inhibition curve with a large enough effect in the polarisation, with a control signal flat, not every such curve was filed as active; inconclusive = small, poorly fitted or top-dose-only effect, or effect the other way, or a change in a side signal; inactive = no such curve, though single readings can be large or run the other way; the % refers to the polarisation; also: % is scaled to controls: 0 for no effect and ±100 for the full control effect
ALOX12 inh: inhibitors of human 12S-lipoxygenase ALOX12; P18054; purified 12hLO, xylenol orange hydroperoxide absorbance; Potency, µM (top dose mostly 108 µM), for the others: at the top dose activity change, negative = inhibition, hits mostly inhibitors; 580,000 compounds, 1.1% hits; AID 1671190; also: % is scaled to controls: 0 for no effect and ±100 for the full control effect
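Hydroperoxide product was detected by ferrous iron/xylenol orange as the 573 to 405 nm absorbance ratio. Arachidonic acid at 40 uM (final) was turned over for 30 min at room temperature by 150 nM human 12hLO, pH 7.0 Hepes buffer, after 15 min compound preincubation.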
ERG Ets-DNA blk: blocks human ERG Ets domain binding to DNA. 370,000 compounds, 0.028% hits. fluorescence polarization, His-ERG Ets domain / labelled DNA. Potency, µM (titrated, usually from 76.9 µM), for inactives: top-dose FP activity, negative = inhibition, most hits filed as inhibitors. P11308; active = well fitted inhibition curve with a large enough effect in the polarisation, with a control signal flat; inconclusive = small, poorly fitted or top-dose-only effect, or effect the other way, or a change in a side signal; inactive = no such curve, though single readings can be large or run the other way; the % refers to the polarisation;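 also: polarization taken with two DNA probes labelled with fluorescein and Texas red; % of control where 0% means no effect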
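His-tagged ERG Ets domain (1 uM in the protein solution; 300mM KCl, 50mM Tris-HCl, 1mM EDTA, 1mM DTT, pH 7.5) received compound, then a probe mix of 5 nM fluorescein-DNA and 100nM Texas-615-DNA. Fluorescence polarization was read for both dyes.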
PGK inhibitor: T. brucei PGK inhibition; Potency, µM (titrated, usually from 57.5 µM), without a hit: top-dose activity change, negative = inhibition, most hits filed as inhibitors; PGK/GAPDH coupled, Kinase-Glo luminescence, 60 min; 380,000 compounds, 0.043% hits; AID 602233; also: % is scaled to controls: 0 for no effect and ±100 for the full control effect; nearly all actives have a fitted effect of over 60% in size
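Luminescent ATP detection (Kinase-Glo Plus) follows a 60-minute room-temperature incubation, with wells lacking PGK as controls. Buffer: 100 mM TEA (pH 7.6), 5 mM MgCl2, 0.01% Tween-20. Coupling enzyme GAPDH (100 nM final) supplies unstable 1,3-BPG in-well.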
Numbers without * were called inactive; i = inactive; u = inconclusive; x = no result given; & = joins results of further samples; [ ] = another dose, or the depositor's remark. Unless noted, calls follow the shape of the dose curve; as a rule, active = well fitted curve in the direction sought with a large enough effect; inconclusive = small, poorly fitted or top-dose-only effect, or another doubt; inactive = no such curve, though single readings can be large; an effect the other way counts as inactive or inconclusive. Potency is read from the fitted curve at half-maximal effect. Some of the compounds tested. The share of hits here may be higher or lower than overall.

PGK inhibitor | ALOX12 inh | JMJD2A Tudor inh | RGS4 inhibitor | GLS inh | HP1b binding inh | ERG Ets-DNA blk | Pin1 inhibitor | TrxR1 inh | SMILES
-3% | -4% | 4% | -1% | -4% | 56%[activator] | 5% | -4% | -14% | Cc1cc(C)cc(C(=O)Nc2cccc(-c3nc4ncccc4o3)c2C)c1
-5% | -2% | -30% | 3% | 72%[activator] | -21% | x | -7% | 26% | COc1ccc(N2CCN(c3ncccn3)CC2)cc1
-10% | u | -3% | -2% | 2% | 46% | 3% | 1% | -3%[57.1 µM] | Cc1ccc2nc(NC(=O)CSc3ncc(C(=O)Nc4ccc(F)cc4)c(=O)n3C)sc2c1
i | -3% | -9% | u | -6% | 13% | 5% | 5% | 7.1µM* | O=C(CCOc1ccccc1)N(Cc1cccnc1)c1nc2ccc(F)cc2s1
-6% | 6% | 72%[activator] | 8% | 5% | 179%[activator] | -2% | 3% | -7% | CC(Sc1ccc(Cl)cc1)C(=O)Nc1ccccc1-c1ccccc1 (stereo unspecified)
0% | 44%[activator] | -12% | 14% | -3% | 42%[activator] | -10% | -1% | 37% | O=C(NCCc1ccccc1)C(=O)NCC1OCCN1S(=O)(=O)c1ccc2c(c1)OCCO2 (stereo unspecified)
-8% | u | -29% | -18% | 0% | 2% | -12% | 5% | -29% | COc1ccccc1NS(=O)(=O)c1ccc(Cl)c(NC(=S)NC(=O)C2CCCC2)c1
-1% | u | -20% | 16% | -1% | 5% | -3% | -13% | 0% | COc1cc(C)c(C(=O)Oc2cc(C)c(C(=O)O)c(O)c2)c(O)c1
-8% | 435%[activator] | 1% | -18% | -7% | 19% | 29% | 3% | -9% | Cc1cc(NC(=O)c2cccc(F)c2)no1
-2% | -2% | 10% | 12% | 6% | 32%[activator] | -4% | -5% | 10% | Cc1cc(NC(=O)C2C3C=CC(C3)C2C(=O)O)no1 (stereo unspecified)
0% | -11% | 3% | 10% | 5% | 21% | 16% | -1% | 14%[57.1 µM] | O=C(Nc1ccccc1Cl)c1ccccc1
-2% | u | u | -33% | -6% | 11% | 3% | 18% | 2%[57.1 µM] | CN(Cc1ccco1)C(=O)c1ccc2c(c1)N(Cc1ccccc1F)C(=O)c1ccccc1S2
14% | u | -5% | 15% | 6% | 18% | -4% | 1% | 14%[57.1 µM] | Cc1cccc(NC(=O)CSc2nnc(NC(=O)Nc3ccccc3)s2)c1C
4% | 3% | -9% | 22% | -5% | 13% | -2% | 1% | -5% | COc1ccc(-n2ncc3c(NCCCn4ccnc4)ncnc32)cc1
0% | 28% | -6% | 12% | 0% | 9% | -10% | 7% | 14%[0.457 µM] | COc1cc2c3nc4n(c(=O)c3n(CC(=O)N3CCCC3)c2cc1OC)CCS4
-12% | 3% | -15% | -48% | -4% | 35% | 14% | -1% | 0% | O=C(Nc1ccccn1)C1CCN(S(=O)(=O)c2ccccc2)CC1
-4% | 1% | 4% | -12% | 3%&-9% | 42%[activator] | 20% | 1% | 7% | Cc1cc(O)cc(C)c1Cl
0% | u | u | -45% | -27% | -51% | -13% | -3% | -12% | N#Cc1nc(COc2ccc(Cl)cc2)oc1N1CCCC1
-4% | -16% | -1%[57.1 µM] | -34% | -5% | 33% | 3% | 2% | 9% | Cc1ccc(OCC(=O)Nc2cc(S(=O)(=O)N3CCCCC3)ccc2C)c([N+](=O)[O-])n1
-12% | 0% | u | -21% | 12% | u | -10% | -4% | 2%[57.1 µM] | CCc1ccc(S(=O)(=O)Nc2ccc(O)c3ccccc23)cc1
4% | 12% | 8% | 0% | 20% | 29% | -1% | u | 29% | CCN(CC)c1ccc(-c2c(C#N)c(N)nc(OC)c2C#N)cc1
i | 0% | -12% | 10% | -1% | 32%[activator] | -3% | -1% | 19%[57.1 µM] | O=C(NC1CCCCC1)c1cc2nc3c(c(C(F)(F)F)n2n1)CCCC3
1% | 4% | -11% | 3% | 16% | 38%[activator] | -11% | -2% | 3%[57.1 µM] | COc1ccc(S(=O)(=O)Nc2cccc3c2O[C@H](CN(C)CC2CC2)[C@@H](C)CN([C@H](C)CO)C3=O)cc1
-7% | -11% | -1% | -19% | -6% | 44%[activator] | x | 8% | -17% | CC(C)NC(=O)COC(=O)c1cc(Br)ccc1Cl

Fetched one by one from above (two):
PGK inhibitor | ALOX12 inh | JMJD2A Tudor inh | RGS4 inhibitor | GLS inh | HP1b binding inh | ERG Ets-DNA blk | Pin1 inhibitor | TrxR1 inh | SMILES
1% | 4% | -11% | 3% | 16% | 38%[activator] | -11% | -2% | 3%[57.1 µM] | COc1ccc(S(=O)(=O)Nc2cccc3c2O[C@H](CN(C)CC2CC2)[C@@H](C)CN([C@H](C)CO)C3=O)cc1
i | 0% | -12% | 10% | -1% | 32%[activator] | -3% | -1% | 19%[57.1 µM] | O=C(NC1CCCCC1)c1cc2nc3c(c(C(F)(F)F)n2n1)CCCC3

Following part.
PGK inhibitor | ALOX12 inh | JMJD2A Tudor inh | RGS4 inhibitor | GLS inh | HP1b binding inh | ERG Ets-DNA blk | Pin1 inhibitor | TrxR1 inh | SMILES
-10% | 0% | -15% | 11% | -1% | 16% | -8% | -6% | 8% | COc1cccc(C(=O)NC2CC3CCC(C2)N3Cc2ccccc2)c1 (stereo unspecified)
4% | -5% | u | 11% | 5% | -27% | 8% | -13% | 21%[57.1 µM] | Cc1ccc(F)c(Oc2cc(NN3CCCCC3)c([N+](=O)[O-])cc2[N+](=O)[O-])c1
i | 24% | -7% | -12% | -1% | 38% | -1% | 8% | 20% | CCOC(=O)C1CCN(S(=O)(=O)c2ccc3c(c2)N(C(C)=O)CCO3)CC1
-5% | 15% | -9% | -9% | -4% | 32% | 1% | 6% | 8%[57.1 µM] | CSCCC(NS(=O)(=O)c1ccc2c(c1)oc(=O)n2C)C(=O)NC1CCCc2ccccc21 (stereo unspecified)
3% | -33% | -1% | -16% | 3% | 42% | -1% | -7% | -2% | O=c1[nH]nc(Cc2ccc(Cl)cc2)c2ccccc12
i | 0% | -14% | -45% | -1% | 33% | 6% | 2% | 0% | CC(=O)c1cc(CN2CCC(C(=O)Nc3cccc(-c4cscn4)c3)CC2)cs1
i | -17% | -22% | 4% | -19% | 0% | -2% | 0% | -6% | CCOC(=O)N1CCC(NC(=O)c2ccc3c(c2)N(Cc2ccccc2)C(=O)c2ccccc2S3=O)CC1 (stereo unspecified)
-8% | -5% | 1% | 16% | 1% | 34% | 14% | -14% | 5% | O=C(COC(=O)CNC(=O)c1ccccc1)Nc1ccc(Cl)cn1

Some of the entries above in another layout.
canonical_smiles	PGK inhibitor	ALOX12 inh	JMJD2A Tudor inh	RGS4 inhibitor	GLS inh	HP1b binding inh	ERG Ets-DNA blk	Pin1 inhibitor	TrxR1 inh
CC(=O)c1cc(CN2CCC(C(=O)Nc3cccc(-c4cscn4)c3)CC2)cs1	i	0%	-14%	-45%	-1%	33%	6%	2%	0%
CCOC(=O)N1CCC(NC(=O)c2ccc3c(c2)N(Cc2ccccc2)C(=O)c2ccccc2S3=O)CC1 (stereo unspecified)	i	-17%	-22%	4%	-19%	0%	-2%	0%	-6%
O=C(COC(=O)CNC(=O)c1ccccc1)Nc1ccc(Cl)cn1	-8%	-5%	1%	16%	1%	34%	14%	-14%	5%

Carrying on:
PGK inhibitor | ALOX12 inh | JMJD2A Tudor inh | RGS4 inhibitor | GLS inh | HP1b binding inh | ERG Ets-DNA blk | Pin1 inhibitor | TrxR1 inh | SMILES
-8% | i | -10% | -16% | 19% | 42% | -6% | -2% | -16% | CN(CC(=O)Nc1cc(C(F)(F)F)ccc1-n1cncn1)Cc1ccccc1N1CCOCC1
-11% | u | -13%[11.4 µM] | -23%[11.4 µM] | u | 27% | -17% | u | -67% | COc1ccc2c3c(cccc13)N(C)N=C2C
-4%&0%&0% | -6%&-1%&23% | -18%&-24%&-14% | 25% | 1%&-3%&4%&-5% | 40%&41%&20%[activator] | 5%&-6%&-6% | -1%&-9%&0% | 25% | CC(C)(C)NC[C@H](O)COc1nsnc1N1CCOCC1
5% | -10% | -6% | 16% | 0% | 26% | 0% | 0% | 8% | COc1ccccc1OCCNC(=O)c1cc(=O)[nH]c2ccccc12
-1% | 359%[activator] | -34% | 14% | 30% | -2% | 7% | -2% | -1% | Cc1ccc2[nH]c3c(c2c1)CN(C)CC3
2% | -5% | -2% | 18% | -6% | 13% | -2% | -4% | 4%[57.1 µM] | CCCCCC(=O)Nc1nnn(CCC)n1
i | 6% | -9%[11.4 µM] | -28%[11.4 µM] | 55%[activator] | -15% | -2% | -2% | 19% | COc1cc(/C=C/C(=O)O)cc(S(=O)(=O)N2CCCc3ccccc32)c1OC
x | u | -2% | 4% | 2% | 24% | -2% | -5% | 24% | Fc1ccccc1-n1ncc2c1ncn1nc(Cc3ccccc3)nc21
i | u | -6%&37% | -11%&0% | -11% | 61%&139%[activator] | -1% | 1%&-1% | 0% | O=C(Nc1cccc2cccnc12)c1ccc(F)cc1
-9% | -4% | 2% | 12% | 3% | 3% | -4% | u | 25% | Cc1ccc(OCCSc2cc(C)nc(N)n2)cc1
-10% | -12% | -10% | 7% | -15% | 42%[activator] | -7% | -8% | 15% | CCCCc1nc(Cl)c(CO)n1Cc1ccc(-c2ccccc2-c2nnn[nH]2)cc1
-14% | -23% | -21% | -12% | 2% | 16% | 6% | 1% | -8% | CC1CCN(S(=O)(=O)c2ccc(NC(=O)c3cccs3)cc2)CC1

Source: PubChem (National Center for Advancing Translational Sciences (NCATS))
